# Source: PubChem BioAssay (National Center for Advancing Translational Sciences (NCATS))
# KB-3-1 tox = kills parental KB-3-1 adenocarcinoma cells. KB-3-1 viability, CellTiter-Glo ATP luminescence, 72 h. Potency, µM (doses to about 46.1 µM), for inactives: top-dose activity change, negative = cytotoxic, actives largely listed as cytotoxic. 400,000 tested, 1.4% active. AID 1347075; note: potency is the fitted concentration of half-maximal effect; % is set by controls: 0 for no effect and ±100 for the full control effect; nearly all actives have a fitted effect of over 60% in size
#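 Using CellTiter-Glo luminescence, growth of non-resistant KB-3-1 adenocarcinoma cells is assessed 72 h after pin-tool compound addition at 37 °C. Normalized responses across the concentration series yield fitted curves.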
# HT1080 IDH1KD tx = toxicity to HT-1080 IDH1 knockdown cells (counter line) | HT-1080 IDH1 knockdown viability, ATP luminescence, 48 h | Potency, µM (highest dose often 46.1 µM), for inactives: at the top dose activity, negative = toxicity, most hits filed as cytotoxic | 360,000 tested, 2% active;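 note: potency is the fitted concentration of half-maximal effect; 0% = DMSO wells and -100% = cell-free medium wells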
#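 Knockdown cells (IDH1KD HT-1080) received compounds 2 h after plating at 750 cells/well and were kept 48 h at 37 °C in 5% FBS RPMI. A CellTiter-Glo luminescence read gave % activity for curve fitting.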
# IL-1B inflam inh = inflammasome signaling inhibition, IL-1 beta readout; THP-1 LPS/ATP IL-1B secretion, AlphaLISA, 16 h; active compounds read low; activity change, % at 57.5 µM; 360,000 tested, 4.7% active; AID 743279; in the data active = activity change below about -50%; inconclusive = mostly about -30% to -49%; note: % is set by controls: 0 for no effect and ±100 for the full control effect
#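 Secreted IL-1B measured by AlphaLISA bead assay after 16 h compound exposure of THP-1 cells; compounds (final up to 57.5 uM) added 1 h before LPS (250 ng/mL) and ATP (1.25 mM) stimulation; lower signal means less secretion.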
# SW480 rereplic = inducers of DNA re-replication in SW480 colon cancer cells. SW480 DNA re-replication, Hoechst DNA content imaging, 48 h. Potency, µM (titrated, usually from 46.1 µM), for inactives: at the highest dose re-replication activation, hits mostly activators. 340,000 tested, 1.8% active. AID 624297; note: potency is the fitted concentration of half-maximal effect; % of control where 0% means no effect; nearly all actives have a fitted effect of over 55% in size
#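 Per well, 250 cells were exposed to pinned compound for 48 hr. Nuclear DNA was visualised with Hoechst (40 min, 37 C) and total object intensity recorded by fluorescence scanning.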
# HepG2 viability = counter-screen for TGF-b inhibitors: cytotoxicity in HepG2 cells; Potency, µM (doses to about 46.1 µM), for the others: top-dose activity change, negative = cytotoxicity, hits mostly cytotoxic; AID 588856; HepG2 CAGA-GFP viability, ATP luminescence, 18 h; 410,000 tested, 0.76% active; note: potency is the fitted concentration of half-maximal effect; some results filed as inactive show a strong effect at the top dose
#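 CellTiter-Glo luminescence gave cytotoxicity after 18 hours at 37 degrees C. The cells were HepG2 CAGA-GFP in 1% FBS DMEM, stimulated with 500 pg/mL TGF-beta after compound addition. %Activity was normalised to no-cell wells (complete cell-killing) and DMSO (no toxicity), and curves were fitted and classified.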
# MCF10A rereplic = inducers of DNA re-replication in MCF 10A breast cells; MCF 10A DNA re-replication, Hoechst nuclear intensity, 48 h; Potency, µM (highest dose often 46.1 µM), inactives show top-dose activity, positive = re-replication, actives largely listed as activators; 350,000 tested, 2.9% active; AID 624296; note: potency is the fitted concentration of half-maximal effect; % of control where 0% means no effect; nearly all actives have a fitted effect of over 50% in size
# ATXN viability = viability counter-screen for ATXN expression inhibitors | AID 651635 | S2 cells (HEK-293 line with an ATXN2-luciferase reporter) viability, CellTiter-Fluor protease fluorescence, 24 h | 400,000 tested, 0.49% active | Potency, µM (series often up to 56.7 µM), hits mostly cytotoxic; note: potency is the fitted concentration of half-maximal effect; nearly all actives have a fitted effect of over 40% in size
# HT1080NT lethal = kills 2HG-producing HT-1080-NT fibrosarcoma cells; HT-1080-NT fibrosarcoma viability, CellTiter-Glo ATP luminescence, 48 h; Potency, µM (titrated, usually from 46.1 µM), for inactives: at the highest dose activity, negative = less viability, usual class: cytotoxic; 360,000 tested, 1.6% active; AID 686970;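 note: NT is the 2HG producing partner of a matched IDH1 knockdown line; potency is the fitted concentration of half-maximal effect; 0% = DMSO-treated cells and -100% = media-only wells without cells; nearly all actives have a fitted effect of over 55% in size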
#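 HT-1080-NT; 750 cells/well; 5% FBS RPMI; 48 h compound, 37 degrees C; CellTiter-Glo luminescence; curve fitting and curve-class assignment.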
# ATXN2 expr inh = reduces ATXN2 reporter expression in HEK-293 cells | HEK-293 ATXN2-luciferase reporter, luminescence, 24 h | Potency, µM (top dose mostly 57 µM), for the others: top-dose activity change, negative = inhibition, usual class: inhibitors | 360,000 tested, 0.72% active; note: potency is the fitted concentration of half-maximal effect; % is set by controls: 0 for no effect and ±100 for the full control effect; nearly all actives have a fitted effect of over 55% in size
#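 ATXN2-luciferase reporter cells (luciferase flanked by upstream and downstream ATXN2 gene portions) were treated 24 h at 37 °C with compounds at up to 57 uM. SteadyGlo luminescence gave expression; GF-AFC fluorescence gave viability.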
# Active calls of the source: *; i = inactive; u = inconclusive; x = no result given; [ ] = dose if it differs, or a comment. Unless noted, calls come from the whole dose curve; as a rule, active = well fitted curve in the direction sought with a large enough effect; inconclusive = small, poorly fitted or top-dose-only effect, or another doubt; inactive = no such curve, though single readings can be large; an effect the other way counts as inactive or inconclusive.
SMILES,KB-3-1 tox,HT1080 IDH1KD tx,IL-1B inflam inh,SW480 rereplic,HepG2 viability,MCF10A rereplic,ATXN viability,HT1080NT lethal,ATXN2 expr inh
O=C1N(c2ccccc2)C2CS(=O)(=O)CC2N1c1ccc(Cl)c(Cl)c1 (stereo not given),-9%,-25%,-55*,-5%,-6%,3%,i,-2%,-5%
O=C1ON=C(c2ccccc2)/C1=C/c1ccc(O)c(O)c1,0%,-18%,0,-5%,-22%,24%,u,-7%,x
CCOC(=O)N1CCC(NC(=O)C(CC(C)C)NC(=O)C2CCCCC2)CC1 (stereo not given),10%,2%,29,-2%,-7%,u,i,-7%,20%
NC(N)=NC(=S)Nc1ccc(Cl)cc1,-5%,9%,-11,2%,-16%,4%,i,12%,51%[activator]
COc1ccccc1-c1cn[nH]c1-c1ccc(O)cc1O,-13%,0%,4,-13%,-16%,3%,i,5%,-2%
CCN(CCCNC(=O)CCCCn1c(=O)[nH]c2ccccc2c1=O)c1ccccc1,7%,4%,20,7%,-23%,6%,i,4%,8%
COC(=O)Cn1c(-c2ccc(OC)cc2)c(-c2ccc(OC)cc2)nnc1=O,6%,-1%,17,-14%,14%,2%,i,12%,x
COc1ccc(C2CC(=O)c3c([nH]c(C(=O)OCc4ccccc4)c3C)C2)cc1OC (stereo not given),-13%,x,x,x,-6%,x,i,x,-11%
COC(=O)c1sccc1N(C)S(C)(=O)=O,0%,18%,3,u,-12%,5%,i,-5%,-10%
Cc1ccc(-n2c(=O)c3cccnc3n2CC(=O)Nc2ccc(Br)cc2)cc1C,6%,x,x,x,-2%,x,i,x,7%
CCOc1ccc(/C=N/N(C)c2ccccc2)cc1OC,-11%,-17%,u,1%,-6%,7%,i,-9%,84%[activator]
O=C(COC(=O)C1COc2ccccc2O1)c1ccc(F)cc1 (stereo not given),1%,5%,22,x,-60%,x,i,10%,x
COc1cc(NC(=O)c2cc(S(=O)(=O)N3CCCCC3)c[nH]2)cc(OC)c1,-2%,8%,0,-15%,7%,-6%,i,20%,0%
CCn1c(=O)c([N+](=O)[O-])c(NCCc2ccccc2)c2ccccc21,-15%,-19%,u,-2%,-22%,u,i,-14%,-7%
CC1(c2ccccc2Br)NC(=O)N(CC(=O)NC2CCCCC2)C1=O (stereo not given),-5%,3%,-7,-3%,5%,-2%,i,-4%[9.24 µM],10%
CC(C)/C=N/Nc1nc(-c2ccc(Br)cc2)cs1,u,-3%,-29,u,4%,12%,i,-19%,27%
C[C@@H]1CNC(=O)c2c(C(=O)N[C@H](C)c3ccccc3)ncn21,-6%,3%,22,x,8%,x,i,4%,9%
CCc1c(O)nc2ccccn2c1=O,14%,11%,31,-6%,6%,-4%,i,7%,0%
CCOC(=O)c1cccc(NC(=O)CSc2nncn2-c2ccccn2)c1,1%,-3%,-9,-2%,-1%,0%,i,-6%,-9%
CCCc1nc2c(=O)[nH]c3ccccc3c2o1,0%,-2%,-1,1%,-21%,1%,i,-5%,2%
CCOC(=O)c1nnc2c(-c3ccc(F)cc3)c(C)nn2c1N,6%,x,x,x,6%,x,i,x,7%
Cc1ccc(NC(=O)CC2Sc3ccccc3NC2=O)c(Br)c1 (stereo not given),-3%,x,x,x,-20%,x,i,x,1%
Cc1c(C(=O)c2ccc(Cl)cc2[N+](=O)[O-])c2ccccn2c1CCC#N,u,-8%,-10,-5%,5%,12%,i,-6%,-6%
Cn1c(N)c(C(=O)CSc2nn(-c3ccc(F)cc3)c(=S)s2)c(=O)n(C)c1=O,u,2%,9,-4%,-1%,u,i,4%,u

# For reference, part of the list above:
SMILES,KB-3-1 tox,HT1080 IDH1KD tx,IL-1B inflam inh,SW480 rereplic,HepG2 viability,MCF10A rereplic,ATXN viability,HT1080NT lethal,ATXN2 expr inh
COc1cc(NC(=O)c2cc(S(=O)(=O)N3CCCCC3)c[nH]2)cc(OC)c1,-2%,8%,0,-15%,7%,-6%,i,20%,0%
CCn1c(=O)c([N+](=O)[O-])c(NCCc2ccccc2)c2ccccc21,-15%,-19%,u,-2%,-22%,u,i,-14%,-7%

# (further entries)
SMILES,KB-3-1 tox,HT1080 IDH1KD tx,IL-1B inflam inh,SW480 rereplic,HepG2 viability,MCF10A rereplic,ATXN viability,HT1080NT lethal,ATXN2 expr inh
Cc1c(/C=N\NC(=O)c2c[nH]c3ccccc23)cnn1C,4%,-5%,7,-2%,-9%,-5%,i,8%,21%
CCOC(=O)/C(N=Nc1ccc(C(=O)O)cc1[N+](=O)[O-])=C(\C)O,-2%,0%,0,-67%[inhibitor],1%,3.7µM*,u,-2%,-14%
Cc1ccccc1C(=O)N1CCc2ccccc2C1,-1%,-4%,17,-1%,-3%,16µM*,i,2%,9%
CCC(C)(C)NC(=O)C(c1ccc(C)cc1)N(CC1CCCO1)C(=O)CCC(=O)Nc1ccccn1 (stereo not given),-2%,3%,-1,-16%,-5%,-17%,u,4%,-9%
COc1ccc(CCNC(=O)C(=O)NCC2OCCN2C(=O)c2ccc(Cl)cc2)cc1OC (stereo not given),x,3%,16,-9%,-1%,-59%[inhibitor],i,0%,0%
N/C(=N\OC(=O)COc1cc(Cl)c(Cl)cc1Cl)c1ccncc1,-4%,17%,-20,1%,-1%,-10%,i,-3%,14%
O=C(COC(=O)c1c(F)cccc1F)Nc1ccccc1OC(F)F,3%,10%,-7,1%,7%,-4%,i,12%,-15%
COCCCn1c(=O)c2sccc2n(Cc2cccc(C)c2)c1=O,-6%,-1%,8,-5%,1%,5%,i,3%,x
O=C(/C=C/c1ccccc1)NCCS(=O)(=O)N1CCN(c2ccccc2)CC1,0%,1%,-7,0%,-8%,2%,i,-4%,1%
Cc1cccc[n+]1CCCCCCCCCC[n+]1ccccc1C,1.5µM*,4%,34,-22%,-14%,-2%,u,15%,-9%[11.3 µM]
CCN(CC)S(=O)(=O)c1ccc(C(=O)NCC(c2cccs2)N2CCOCC2)cc1 (stereo not given),12%,7%,-1,-2%,2%,-3%,i,-12%,1%
COCCCn1c(SCC(=O)NC2CCCCC2)nnc1-c1ccco1,0%,14%,12,-18%,-10%,-32%[inhibitor],i,14%,-5%
CC(C)(C)NC(=O)C(Cc1ccccc1)NS(=O)(=O)c1cccc2nsnc12 (stereo not given),16%,3%,0,15%,-7%,8%,i,15%,5%
CC[C@]12c3[nH]c4cc(-c5ccco5)ccc4c3CCN1C(=O)[C@@H](CC(=O)NCc1ccco1)C[C@@H]2C(=O)N1CCN(C(=O)c2ccco2)CC1,8%,-13%,-4,u,-4%,21%,i,-2%,5%
COc1ccc(-c2nc(CNS(=O)(=O)c3cc(OC)ccc3OC)cs2)cc1,-18%,-9%,-13,-6%,1%,-2%,i,-15%,-12%
CCNC(=O)c1c(NC(=O)Cc2coc3cc(C)cc(C)c23)sc2c1CCCC2,8%,x,x,x,-5%,x,i,x,-2%
COc1ccc2cnn(-c3ccc(C)cc3)c(=O)c2c1OC,0%,13%[9.24 µM],16,-2%,-18%,5%,i,8%,22%
CC(=O)c1ccc(N2CCN(C(=S)Nc3cccc(F)c3)CC2)cc1,-10%,u,-14,-2%,-8%,1%,i,u,5%
COc1ccc2nc(C)[nH]c(=O)c2c1,13%,16%,10,-1%[9.22 µM],3%,-1%,i,14%,7%
COCCn1c(=NC(=O)c2ccc(S(=O)(=O)N3CCc4ccccc4C3)cc2)sc2cc(S(N)(=O)=O)ccc21,0%,-13%,102,-4%,-22%,-2%,i,-13%,6%
C=CCc1cc(/C=C2/NC(=O)NC2=O)cc(OCC)c1O,-8%,-5%,12,2%,10%,8%,i,-17%,-4%
COc1cccc(N2CCN(C3OC(=O)c4ccccc43)CC2)c1 (stereo not given),14%,2%,29,-3%,2%,7%,i,3%,-2%
O=C(Nc1ncc(Cc2ccccc2Cl)s1)c1ccc2c(c1)CC(c1ccccc1)OC2=O (stereo not given),7%,x,x,x,4%,x,u,x,-7%
COc1ccc2nc(Nc3nc4cc5c(cc4s3)OCCO5)sc2c1,-2%,-17%,24,10%,-22%,u,i,-2%,50%[activator]
COc1ccc(C(=O)NCc2nnc(SCC(=O)N3CCc4ccccc43)o2)cc1OC,-5%,16%,-9,-1%,3%,1%,i,0%,-22%
COc1ccc(Cn2c(SCc3ccc(C(=O)NCc4cccs4)cc3)nc3ccncc32)cc1,-9%,x,x,x,-8%,x,u,x,-18%
Cc1ccc(C(=O)N2CCC(C(=O)Nc3cccc([N+](=O)[O-])c3)CC2)cc1,-22%,u,-15,-6%,-6%,6%,i,-16%,-5%
CC(C)NC(=O)c1onc(CSc2ccccc2)c1C(=O)O,u,-7%,6,-15%,-2%,-1%,i,0%,148%[activator]
COC(=O)C1CCN(C(=O)Cc2ccc(C)cc2)CC1,-3%,6%,7,3%[9.22 µM],1%,-1%,i,7%,6%
COc1ccccc1N1CCN(C(=O)c2cccc(N3C(=O)NC4CC3(C)Oc3c(OC)cccc34)c2)CC1 (stereo not given),0%,-2%,-8,-32%,0%,-5%,i,3%,x
Cc1cc(C)n2nc(SCCCC(=O)c3ccc(F)cc3)nc2n1,-18%,0%,54,-2%,8%,-1%,i,0%,-4%
COc1ccc(Cl)cc1C(=O)N/N=C/c1ccc(N2CCOCC2)cc1,15%,5%,16,-2%,2%,-2%,i,6%,-21%
COc1ccc(Cl)cc1NC(=O)CSc1nnc(COc2ccccc2)n1N,u,-20%,-4,-5%,-17%,-5%,i,-13%,1%
CCCCC1=CC2=CC(=O)C(C)(OC(=O)CC)C(=O)C2=CN1C1CCCCC1 (stereo not given),7%,-3%,19,0%,-3%,-16%,i,6%,5%
O=C(CSc1ccc2c(c1)OCCO2)NCc1ccccc1,0%,7%,0,u,0%,2%,i,6%,x
Cc1nn(CC(C)C)c(Cl)c1C(=O)NCC1CCCO1 (stereo not given),2%,9%,13,x,7%,x,i,10%,x

# Compounds were not picked by outcome, and some 8.9% of all compounds hit somewhere here.
